# Screening data deposited in PubChem by several laboratories.
# SDO1 yeast rescue: sdo1-depleted yeast growth rescue. 140,000 tested, 0.21% active. z-score at 10 µM. S. cerevisiae sdo1-depleted JHY4D growth rescue, OD600 30 h; active compounds read high; pdr5 snq2 efflux-pump mutant strain;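 active = z-score above 3 at both the 24 hr and the 30 hr optical density reads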;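 also: z-score against mean and SD of all compound wells on the same plate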
# INS promoter inh: TRM-6 insulin promoter activity inhibition | TRM-6 cells (human fetal islet line), insulin promoter-eGFP reporter, imaging; reporter expression induced with tamoxifen | inhibition, % at 2 µM | 130,000 tested, 0.9% active | AID 1273;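 active = inhibition above the mean plus 3 SD, with well images judged a real hit on visual review, cut at about 60% in these data, passing the limit was not always enough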
# SDO1 yeast rescue Rescue 24 h: also measured in SDO1 yeast rescue; calls as there; z-score; S. cerevisiae sdo1-depleted JHY4D growth rescue, OD600; measured here: growth rescue at 24 h;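 0 is the plate mean of compound wells and units are plate SD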
# An asterisk follows results filed as active; i = inactive; . = not tested or not shown; & = joins results of further samples.
SDO1 yeast rescue,SDO1 yeast rescue Rescue 24 h,INS promoter inh,canonical_smiles
0.93,1.1,43,Cc1ccc(CNS(=O)(=O)N(C)C)cc1
-1.4,-0.44,86*,Cc1cc2nc(CCN3CCOCC3)n(S(=O)(=O)c3ccc(C(C)(C)C)cc3)c2cc1C
0.33,4.2,-48,CN(C)c1ccc(/C=C(\Cl)c2nc3ccccc3s2)cc1
-0.24,-0.64,.,NC(=O)CCN(Cc1ccccc1)S(=O)(=O)c1ccccc1
-1.2,-1,.,Cc1c(C(=O)NCCc2ccccc2)oc2ccc(S(=O)(=O)N3CCOCC3)cc12
-1.4,0.94,.,Cc1cccc(CC(=O)Nc2cc(C)c3c(=O)oc4ccccc4c3n2)c1
-0.81,1.2,12,Cc1nc(N2CCN(c3ccccc3)CC2)[nH]c(=O)c1Cc1ccccc1
-1.2,0.18,0,CCOC(=O)c1c(NC(=O)c2cc(-c3ccc(O)cc3)on2)sc(C(C)=O)c1C
.,.,27,O=C1NC(=Nc2ccccc2)S/C1=C/c1cccs1
-0.82,-0.86,-57,CC(C)(C)C1=Nn2c(nnc2C2CCCCC2)SC1
-0.03,0.32,33,CN=c1scc(-c2cccs2)n1/N=C/c1ccccc1O
-1.9,-1.2,.,O=C(Nc1c(F)cc(F)cc1Br)c1cc(-c2ccc(O)cc2)on1
1.5,2.1,21,CCO/C=C1/C(=O)N(C)C(=O)c2cc(OC)ccc21
-0.06,0.1,.,NNc1nc2c(F)cccc2s1
-0.78,0.53,45,N#CC(C(=O)NCCc1ccccc1)c1nc2ccccc2nc1N1CCOCC1 (configuration not stated)
-0.82,-1.1,-24,O=C(c1sc2ccccc2c1Cl)N(Cc1ccco1)C1CCS(=O)(=O)C1 (configuration not stated)
-1.3,-0.41,-29,Cc1cc(=O)oc(C)c1C(=O)OC(C(=O)c1ccccc1)c1ccccc1 (configuration not stated)
-0.82,-1.2,20,COc1ccc(OC)c(C(=O)N2CCC(C(=O)c3ccc(F)cc3)CC2)c1
-2.4,-1.9,i,Clc1ccc2c(c1)C(N1CCNCC1)Cc1ccccc1S2 (configuration not stated)
0.4,0.7,.,CCCCOC(=O)Nc1ccccc1C(N)=O
.,.,-26,CN(C)/C=N/c1ncc(C(=O)c2ccc(Cl)cc2Cl)s1
1.6,1.8,.,CCCCN(CC)CCNC(=O)c1[nH]c(C)c(C(C)=O)c1C
0.21,1.1,-26,CCOc1ccc(-n2cc(C(=O)Nc3ccc(Cl)cn3)c3cc(OC)c(OC)cc3c2=O)cc1
0.11,0.33,-81,CCOc1ccc2c(c1)C(C)=CC(C)(C)N2C(=O)Nc1ccccc1
0.27,0.2,-3,CCCC(=O)C1C(=O)CC(CC(C)SCC)CC1=O (configuration not stated)
.,.,26,COCCn1nnnc1SCC(=O)NCc1ccc2c(c1)OCO2
1.1,0.86,.,Cc1ccc2oc(=O)c3cnn(CC(=O)NC4CCN(Cc5ccccc5)CC4)c3c2c1
-0.09,0.26,7,O=C(COC(=O)C1CC(O)CN1S(=O)(=O)c1ccc(Cl)cc1)c1cccc(Cl)c1 (configuration not stated)
-1.1,-1.2,13,Cc1cc(Nc2ccccc2)nn1C(=O)c1ccc(Cl)cc1
0.31,1.1,-7,Cc1ccc(-c2csc(N/N=C/c3ccco3)n2)c(C)c1
2.3,2.6,-7,O=C(O)C1(P(=O)(c2ccccc2)c2ccccc2)CCC1
-0.46,-0.41,-43,O=C1c2cccc(OCC(=O)N3CCCc4ccccc43)c2CCN1Cc1ccc(F)cc1
0.33,0.39,.,C(=N\n1cnnc1)/c1ccc(-c2ccccc2)cc1
0.08,-0.18,0,Cc1nc2cc(C(=O)O)ccc2s1
0.36,0.68,49,O=C(Nc1ncccc1Cl)c1cccc(F)c1
-0.25,-0.67,11,Cc1nn(-c2ccccc2)c(Cl)c1C(=O)NCC(C)C
-0.22,-0.73,.,CCOC(=O)CSc1nnc(CNC(=O)c2ccc(OC)cc2OC)n1-c1ccc(OC)cc1
.,.,30,C/C(=N\N=C(c1ccccc1)c1ccccc1)c1ccco1
-0.77,-0.94,-43,CCC(CC)NC(=O)Cc1ccccc1OC
-0.82,-0.97,.,Cc1ccc(NC(=O)CCn2cnc3ccccc3c2=O)cc1Cl
-0.22,-0.52,-6,CSc1ccccc1NC(=O)CO/N=C(\C)c1cc2ccccc2o1
0.5,0.11,13,CCC1CCCCN1Cc1ccc(CNS(=O)(=O)c2ccc3c(c2)oc(=O)n3C)o1 (configuration not stated)
-0.05,-0.37,24,Cc1nc2sc(C(c3ccccc3)N3CCN(c4ccccc4F)CC3)c(O)n2n1 (configuration not stated)
-0.76,-0.9,46,O=C(Nc1ccccc1F)c1cc2nc(C(F)F)cc(C(F)F)n2n1
-1.8,-1.6,39,Cc1nn2c(NCCOCCO)c3c(nc2c1-c1ccccc1)CCCC3
.,.,-7,COc1ccc(N2CCN(C(=O)CCSCc3ccccc3F)CC2)cc1
.,.,25,Cc1nc(N)c(Br)c(C)c1Br
0.43,1.5,-10,O=C(c1ccccc1)N1CCN(c2ccc([N+](=O)[O-])c(NCc3ccco3)c2)CC1
.,.,0,O=C(CSc1nncs1)NC(=O)NC1CCCC1
.,.,53,COc1ccc2c(C)cc3nncn3c2c1
.,.,10,Cc1ccc(C)c(N2CCN(S(=O)(=O)c3cccc4cccnc34)CC2)c1
-0.01,0.44,4,O=C(Nc1cccnc1)c1sc(Nc2ccccc2)nc1-c1ccccc1
1.8,3,.,CCCC1=C(C(=O)OCC)C(c2ccc(F)cc2)n2ncnc2N1 (configuration not stated)
-0.31,-0.42,59,COc1ccc(N(C(=O)c2cccnc2)S(=O)(=O)c2ccc3c(c2)n(C)c(=O)n3C)cc1
11*,7.1*,.,NC(=O)c1ccccc1-c1nc(-c2ccccc2)no1
.,.,25,COc1ccc(/C=C/C(=O)OCC(=O)NCc2ccco2)c(OC)c1
-0.24,-1.1,15,c1ccc(-c2csc(N3CCOCC3)n2)cc1
1,1.5,30,O=C1CN(C(=O)COC(=O)C2CC(=O)N(Cc3ccco3)C2)c2ccccc2N1 (configuration not stated)
1.1,0.43,45,CCOC(=O)Cc1csc(NC(=O)c2cccnc2)n1
0.36,0.18,11,Cc1cc2oc(=O)cc(CSc3nnc(C)n3N)c2cc1C(C)C

# (next part)
SDO1 yeast rescue,SDO1 yeast rescue Rescue 24 h,INS promoter inh,canonical_smiles
0.63,0.03,-59,C(=N\N1CCOCC1)/c1cccs1
-0.8,-0.84,.,O=C(Nc1ccc(F)c(F)c1)c1ccc(F)c(S(=O)(=O)N2CCOCC2)c1
3,1.7,-13,CC(C(=O)OCC(=O)c1c(N)n(C)c(=O)n(C)c1=O)N1C(=O)c2ccccc2C1=O (configuration not stated)
-0.48,-0.16,-82,O=C(Nc1ccccc1)N1CCCC2CCCCC21 (configuration not stated)
-0.84,0.2,29,CCOC(=O)c1nn(-c2cccc(Cl)c2)c2nc(CC(C)C)c(C#N)c(=O)n12
-1.6,-0.44,-53,O=C1C(NS(=O)(=O)c2cccs2)=C(N2CCN(c3ccccc3)CC2)C(=O)c2ccccc21
.,.,31,Cn1c(=O)oc2cc(S(=O)(=O)N3CCN(C(=O)c4ccco4)CC3)ccc21
-0.93,-1.2,24,O=C(NC1CCCC1)c1nc2c(nnn2Cc2ccccc2Cl)c(=O)[nH]1
-0.24,-0.64,.,CCOC(=O)CN1C(=O)COc2ccc(Cl)cc21
-0.82,0.22,0,CCOc1cc(/C=N\O)cc(Cl)c1OCC
-0.31,-0.6,-39,COc1cccc(-c2csc(N3CCN(S(=O)(=O)c4ccc(F)cc4)CC3)n2)c1
-1.3,-1.4,2,CC(C)Sc1nc2sc(-c3ccccc3)cc2c(=O)n1N
.,.,36,Cc1ccc(COC(=O)c2ccc3c(c2)C(=O)N(CCCN2CCOCC2)C3=O)cc1
2.1,1.5,-10,CCOC(=O)C1=C(c2ccccc2)Nc2ncnn2C1c1ccccn1 (configuration not stated)
-1.5,-2,-23,COc1cc2c(cc1NC(=O)c1ccncc1)oc1ccccc12
.,.,-9,O=C(c1cc(=O)c2ccccc2o1)N1CCN(c2ccccc2F)CC1
0.93,3.3,13,O=[N+]([O-])c1cccc(-c2nc(-c3ccccc3)c(-c3cccs3)[nH]2)c1
0.21,0.68,-20,Cc1cc(Cl)ccc1OCC(=O)NC1CCCC1
0.39,-0.2,23,O=C(c1ccc(C#CC2(O)CCCCC2)cc1)N1CCOCC1
0.44,-0.32,-6,O=C(CSCc1ccc(Cl)cc1)Nc1nccs1
-1,-0.32,-21,O=C(NCCc1ccc(Cl)cc1)Nc1cccc(Cl)c1
0.58,-0.15,-19,O=C(Nc1cnc2ccccc2c1)c1cccc(-n2cnnn2)c1
0.95,0.69,36,Cc1ccc(NC(=S)NNC(=O)c2nnn(-c3ccccc3)c2C)cc1
0.41,1.3,14,Cc1cccc(-n2cc(C#N)c(=O)[nH]c2=O)n1
-0.05,0.44,-48,O=C(Nc1cccc(Cl)c1)N(Cc1nc2ccccc2c(=O)[nH]1)Cc1cccs1
0.21,-0.69,-348,Cc1cnn(C(=O)c2oc3ccccc3c2C)c1
.,.,-47,Cn1c(SC2CCCCC2=O)nnc1-c1ccccc1F (configuration not stated)
0.42,-0.02,38,CC(C)c1ccc(SCc2noc(C(=O)NCC3CCCO3)c2C(=O)O)cc1 (configuration not stated)
-0.22,0.37,29,CC(C)n1cc(NC(=O)C2CC(c3cccc(Br)c3)=NO2)cn1 (configuration not stated)
-0.89,-0.37,42,C(=C\c1ccccc1)/CSc1nnc(-c2cnccn2)n1Cc1ccco1
-0.42,-0.29,-39,Fc1cccc(Cl)c1Cn1nnc2c(NCc3ccccn3)ncnc21
-0.98,0.03,30,COC(=O)[C@@]1(Cc2ccc(F)cc2)[C@H]2c3cc(C(=O)N4CCCC4)n(CCc4c[nH]c5ccc(OC)cc45)c3C[C@H]2CN1C(=O)c1ccccc1
.,.,-20,O=C(Nc1ccccc1)c1sccc1Oc1ccc([N+](=O)[O-])cc1F
-1.6,-0.91,39,Cc1cccn2c(=O)c(C=O)c(N3CCCCCC3)nc12
0.15,0.87,-55,COc1cc(Cl)c(C)cc1NC(=O)c1cc(S(=O)(=O)N(C)C)ccc1N1CCCC1
-2.3,-1.4,.,COC(=O)c1ccc(CSc2nc3c(c(=O)n2-c2ccc(C)cc2)SCC3)o1
-1&-1.1,-0.87&-0.64,.,COc1ccccc1N1CCN(C(=O)C2CCC(Cn3c(=S)[nH]c4ccccc4c3=O)CC2)CC1 (configuration not stated)
-0.28,-1.2,61,CNC(=O)c1cc2c(=O)n3cccc(C)c3nc2n(C(C)C)c1=N
1.2,0.42,-21,COc1cc(/C=C/C(=O)OCC(=O)N2CCN(C(=O)c3ccco3)CC2)ccc1O
.,.,-71,COc1ccc(N=Nc2c(C)[nH][nH]c2=O)cc1
.,.,20,CN(C)C(=O)c1nnsc1Sc1ccc(Cl)cc1
0.85,0.37,-304,CCCN1CCN(S(=O)(=O)c2ccc(OC)c(Br)c2)CC1
0.71,0.73,33,O=C(CSc1ncnc2nc[nH]c12)c1ccccc1
0.19,-0.07,29,COc1ccc(C(=O)N2CC=C(c3ccccc3)CC2)cc1S(=O)(=O)N1CCOCC1
-0.61,-1.2,.,O=C(CCSc1ccccc1)Nc1nnc(-c2ccccc2)o1
1.4,1.1,-25,Cc1cc(-c2ccc(Cl)cc2)n2nc(N)nc2n1
-0.32,-1.1,45,COc1ccccc1NC(=O)N1CCN(c2ncccn2)CC1
0.64,0.15,-7,Cc1nc(C)c(Cc2ccccc2Cl)c(=O)[nH]1
.,.,78*,COC(=O)c1cc(-c2ccc(Cl)cc2Cl)n[nH]1
1.1,0.45,44,O=C(c1ccc(N2CCN(S(=O)(=O)c3ccccc3)CC2)c([N+](=O)[O-])c1)N1CCOCC1
-0.16,-0.05,.,CCCC1C(=O)N(c2ccccc2)C1c1ccccc1 (configuration not stated)
.,.,-100,Cc1cc(C)n(CC(C)Nc2nc3nonc3nc2N2CCCCC2)n1 (configuration not stated)
0.05,0.56,14,CNC(=S)N(Cc1ccc2c(c1)OCO2)C1CC(=O)N(c2ccccc2)C1=O (configuration not stated)
0.1,-0.72,23,O=C(NCCOC(=O)C1COc2ccccc2O1)c1cccnc1 (configuration not stated)
-0.2,-0.46,.,O=C(CNC1C(=O)Nc2ccccc21)Sc1ccccc1 (configuration not stated)

# Gathered by group, the compounds so far with two or more sulfur atoms.
SDO1 yeast rescue,SDO1 yeast rescue Rescue 24 h,INS promoter inh,canonical_smiles
.,.,27,O=C1NC(=Nc2ccccc2)S/C1=C/c1cccs1
-0.03,0.32,33,CN=c1scc(-c2cccs2)n1/N=C/c1ccccc1O
-0.82,-1.1,-24,O=C(c1sc2ccccc2c1Cl)N(Cc1ccco1)C1CCS(=O)(=O)C1 (configuration not stated)
.,.,0,O=C(CSc1nncs1)NC(=O)NC1CCCC1
-1.6,-0.44,-53,O=C1C(NS(=O)(=O)c2cccs2)=C(N2CCN(c3ccccc3)CC2)C(=O)c2ccccc21
-0.31,-0.6,-39,COc1cccc(-c2csc(N3CCN(S(=O)(=O)c4ccc(F)cc4)CC3)n2)c1
-1.3,-1.4,2,CC(C)Sc1nc2sc(-c3ccccc3)cc2c(=O)n1N
0.44,-0.32,-6,O=C(CSCc1ccc(Cl)cc1)Nc1nccs1
-2.3,-1.4,.,COC(=O)c1ccc(CSc2nc3c(c(=O)n2-c2ccc(C)cc2)SCC3)o1
.,.,20,CN(C)C(=O)c1nnsc1Sc1ccc(Cl)cc1
